Screens: PubChem, National Center for Advancing Translational Sciences (NCATS)
aSyn yeast inh: inhibitors of alpha-synuclein toxicity in yeast; Potency, µM (highest dose often 46.1 µM), inactives show at the highest dose growth rescue (activation), most hits filed as activators; 370,000 compounds, 0.14% hits; Yeast expressing alpha-synuclein, growth rescue, BacTiter-Glo, 24 h; AID 652106; also: potency is read from the fitted curve at half-maximal effect; % of control where 0% means no effect; nearly all actives have a fitted effect of over 65% in size
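Screening used galactose-induced yeast with toxic alpha-synuclein levels, exposed to compound for 24 hr at 30 deg C. Cell growth, read with BacTiter-Glo luminescence, gave the measured signal.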
DRD3 agonist: activates the human D3 dopamine receptor; P35462; D3R DiscoveRx beta-arrestin cells, luminescence, 90 min; max activation, %; 410,000 compounds, 0.58% hits; AID 652048; in the data active = max activation above about 30%; also: 0% is about no effect; mostly tested at two doses, the higher about 12 µM
Target sequence (P35462 whole entry, looked up): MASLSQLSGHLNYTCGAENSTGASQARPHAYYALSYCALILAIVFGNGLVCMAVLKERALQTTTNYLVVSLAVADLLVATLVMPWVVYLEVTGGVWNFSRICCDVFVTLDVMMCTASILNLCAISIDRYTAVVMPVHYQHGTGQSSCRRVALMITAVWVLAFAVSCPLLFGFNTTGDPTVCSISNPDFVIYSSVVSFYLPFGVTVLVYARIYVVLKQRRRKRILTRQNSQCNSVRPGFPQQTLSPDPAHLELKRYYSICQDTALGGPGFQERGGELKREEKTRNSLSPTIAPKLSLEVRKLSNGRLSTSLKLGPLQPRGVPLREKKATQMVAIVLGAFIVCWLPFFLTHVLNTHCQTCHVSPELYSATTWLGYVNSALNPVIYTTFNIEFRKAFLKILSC
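Agonist mode: compounds and dopamine controls were applied to plated cells for 90 min at 37 degrees C after an overnight attachment at 1500 cells/well. Luminescent read-out followed 30 - 60 minutes at room temperature with DiscoveRx detection reagent.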
DRD3 antagonist: antagonists of human D3 dopamine receptor; D3R cells, DiscoveRx beta-arrestin luminescence, antagonist mode; hits give low values; max response, negative = inhibition, %; 360,000 compounds, 2.5% hits; AID 652054; in the data active = max response below about -50%; inconclusive = no clear call, values can overlap the other calls; also: % is scaled to controls: 0 for no effect and ±100 for the full control effect; mostly tested at two doses, the higher about 12 µM
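Cells plated overnight at 1500 cells/well, then exposed to library compounds with dopamine controls for 90 minutes at 37 degrees C. DiscoveRx reagent added for 30–60 minutes at room temperature; luminescence read, quantitative HTS format.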
KB-V1 MDR tox: kills drug-selected multidrug resistant KB-V1 cells | Potency, µM (top dose mostly 46.1 µM), for inactives: at the highest dose activity change, negative = cytotoxicity, usual class: cytotoxic | 400,000 compounds, 3.4% hits | AID 1347076 | KB-V1 MDR cells viability, CellTiter-Glo, 72 h; also: potency is read from the fitted curve at half-maximal effect; % is scaled to controls: 0 for no effect and ±100 for the full control effect; nearly all actives have a fitted effect of over 60% in size
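KB-V1 cells (P-gp-expressing MDR subline of KB-3-1) in phenol-red-free DMEM with 10% FBS were exposed to library compounds over a concentration series for 72 h at 37 degrees C. Viability read by CellTiter-Glo luminescence; concentration-effect curves fitted after normalization.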
HEK293 tox: cytotoxic in the GLP-1 receptor inverse agonist counter-screen; HEK293 cAMP-luciferase reporter cells, luminescence, 24 h; Potency, µM (series often up to 38.3 µM), for the others: top-dose activity change, negative = inhibition, usual class: inhibitors; 410,000 compounds, 0.13% hits; AID 624418;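 also: loss of luciferase light is scored as toxicity; potency is read from the fitted curve at half-maximal effect; % is scaled to controls: 0 for no effect and ±100 for the full control effect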
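Step one: seed cells (200 cells/uL, DMEM with 10% Nu serum, 1% pen-strep). Step two: 12-hour incubation at 37 deg C. Step three: pin 23 nL compound, incubate 24 hr. Step four: add luciferase reagent, read luminescence 12 min later.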
GLP-1R agonist: activates the human GLP-1 receptor; P43220; HEK293 GLP-1R CRE-luciferase, luminescence, 4-6 h; cells express a hypersensitive GLP-1R form; Potency, µM (highest dose often 45.6 µM), inactives show at the top dose activation, actives largely listed as activators; 380,000 compounds, 0.007% hits; AID 624172; also: potency is read from the fitted curve at half-maximal effect; % of control where 0% means no effect
Target sequence (P43220 whole entry, looked up): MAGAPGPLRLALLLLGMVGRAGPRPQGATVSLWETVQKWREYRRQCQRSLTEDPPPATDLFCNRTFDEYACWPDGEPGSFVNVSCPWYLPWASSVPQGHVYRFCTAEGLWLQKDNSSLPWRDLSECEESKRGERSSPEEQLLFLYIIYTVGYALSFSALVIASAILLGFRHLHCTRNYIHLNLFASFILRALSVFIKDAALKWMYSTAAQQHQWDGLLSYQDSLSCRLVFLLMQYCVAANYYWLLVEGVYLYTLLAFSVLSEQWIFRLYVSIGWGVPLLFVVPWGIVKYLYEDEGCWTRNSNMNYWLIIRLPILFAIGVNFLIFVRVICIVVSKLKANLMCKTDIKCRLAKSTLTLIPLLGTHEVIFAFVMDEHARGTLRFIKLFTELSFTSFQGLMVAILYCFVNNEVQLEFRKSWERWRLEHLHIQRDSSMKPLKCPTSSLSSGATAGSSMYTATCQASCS
PTHR1 agonist: activates the human parathyroid hormone receptor PTHR1; Q03431; HEK293 GP2 PTHR1 cells, GloSensor cAMP luminescence, 1 h; Potency, µM (top dose mostly 115 µM), without a hit: at the top dose activation, hits mostly activators; 410,000 compounds, 0.075% hits; also: potency is read from the fitted curve at half-maximal effect; nearly all actives have a fitted effect of over 55% in size; some results filed as inactive show a strong effect at the top dose; inactives centre near -15; many of its hits are not listed in these tables
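HEK-293-derived GP2 cells expressing PTHR1 and a GloSensor cAMP reporter, 3,000/well, plated overnight, given luciferin plus IBMX (each 0.5 mM as added) for 1 h at 37 °C, then compound for 1 h at 37 °C. Luminescence was read after 15 min at room temperature.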
GLP-1R inv ag: acts as inverse agonist at human GLP-1 receptor; P43220; HEK293 GLP-1R CRE-luciferase, luminescence, 24 h; GLP-1R form is constitutively active; Potency, µM (titrated, usually from 38.3 µM), inactives show at the top dose activity change, negative = inhibition, usual class: inhibitors; 410,000 compounds, 1.6% hits; AID 624417; also: potency is read from the fitted curve at half-maximal effect; % is scaled to controls: 0 for no effect and ±100 for the full control effect; nearly all actives have a fitted effect of over 55% in size
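Seeding at 200 cells/uL, 12 h culture, 24 hr compound treatment, then luciferase reagent and a luminescence read; cells are HEK293 stably expressing a constitutively active GLP-1R plus cAMP-responsive luciferase.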
TDP43 rescue: TDP-43 toxicity inhibition in yeast; TDP-43 expressing yeast growth rescue, BacTiter-Glo, 24 h; Potency, µM (titrated, usually from 46.1 µM), without a hit: top-dose growth rescue (activation), hits mostly activators; 410,000 compounds, 1.8% hits; AID 652104; also: potency is read from the fitted curve at half-maximal effect; % of control where 0% means no effect; nearly all actives have a fitted effect of over 50% in size
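Luminescence from BacTiter-Glo reports growth of TDP-43-expressing yeast after 24 hr at 30 deg C with compound. Cells were raffinose-pregrown to mid-log, then seeded in galactose medium at OD600=0.02.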
The depositor's hits bear a star; i = inactive; ? = inconclusive; nt = no result given; [ ] = remark or other dose. Unless noted, calls follow the shape of the dose curve; as a rule, active = well fitted curve in the direction sought with a large enough effect; inconclusive = small, poorly fitted or top-dose-only effect, or another doubt; inactive = no such curve, though single readings can be large; an effect the other way counts as inactive or inconclusive.

1	COC(=O)c1ccc(OCC(O)CN(CC(C)C)CC(C)C)cc1 (stereo unspecified)
2	O=S(=O)(Nc1ncccn1)c1ccc(NC(=S)Nc2ccccc2)cc1
3	CCC(=O)Nc1nc2ccccc2n1CCN(CC)CC
4	CC(/C=C/C=C/c1ccccc1)=N/NC(=O)CNc1ccc(C)cc1
5	Cc1ccc(Cl)cc1NC(=O)C[n+]1ccc(Cc2ccc([N+](=O)[O-])cc2)cc1
6	CCn1c(C)nc2cc(C(=O)NNC(=O)CCC3CCCCC3)ccc21
Assay by compound	1	2	3	4	5	6
aSyn yeast inh	-18%	-6%	-13%	-1%	13%	0%
DRD3 agonist	1	-8	-33	6	-11	5
DRD3 antagonist	22	-3	-20	17	-13	11
KB-V1 MDR tox	-27%	-1%	15%	-7%	?	23%
HEK293 tox	-20%	1%	3%	9%	-20%	-8%
GLP-1R agonist	0%	1%	-10%	2%	-7%	3%
PTHR1 agonist	i	-22%	-3%[57.5 µM]	i	?	i
GLP-1R inv ag	?	16%	2%	-2%	?	2%
TDP43 rescue	-12%	-14%	-21%	-12%	27%	9%

7	Cc1ccc(C=C(C#N)C(=O)c2ccccc2)cc1
8	CC(C)c1ccc(-n2nnnc2SCC(=O)NC2CC2)cc1
9	CCc1ccccc1NC(=O)CN(C)S(=O)(=O)c1ccc2c(c1)c(=O)n(C)c(=O)n2C
10	CCCC(C)c1nc(C(N)=O)c2[nH]c(=O)n(-c3ccc(OC)c(OC)c3)c2n1 (stereo unspecified)
11	O/N=C(\c1ccc(Cl)cc1)c1cc2ccccc2o1
12	CCCc1c(C(=O)N/N=C/c2ccco2)nnn1-c1nonc1N
Assay by compound	7	8	9	10	11	12
aSyn yeast inh	8%	5%	-3%	0%	29%	?
DRD3 agonist	2	1	-5	6	8	2
DRD3 antagonist	13	20	16	15	23	-7
KB-V1 MDR tox	-7%	-6%	6%	5.8µM*	-3%	?
HEK293 tox	8%	2%	-5%	-5%	-24%	?
GLP-1R agonist	-2%	-4%	-1%	10%	-1%	-2%
PTHR1 agonist	i	-18%	-18%	-2%	-6%[57.5 µM]	18%
GLP-1R inv ag	24%	-16%	1%	115%[activator]	0%	35%[activator]
TDP43 rescue	10%	28%	11%	4%	26%	11%

13	C[C@@H](NS(=O)(=O)c1cc(Cl)ccc1F)[C@H](O)c1ccccc1
14	CCn1c(-c2ccc(N)cc2)nc2ccccc21
15	O=C(c1cc(-c2ccc(Cl)cc2)on1)N1CCc2ccccc2C1
16	C=C(C)CSc1nnc([C@H](CCSC)NC(=O)OC(C)(C)C)o1
17	COc1ccc(OC)c(C(=O)c2c(C)oc3cc(Br)c(O)c(CN(C)C)c23)c1
18	COc1ccc(C)cc1S(=O)(=O)N1CCN(C(=O)c2ncoc2-c2ccccc2C)CC1
Assay by compound	13	14	15	16	17	18
aSyn yeast inh	1%	2%	-5%	1%	1%	0%
DRD3 agonist	11	6	8	6	-24	-9
DRD3 antagonist	22	-11	2	4	-22	-22
KB-V1 MDR tox	14%	9%	-2%	?	?	?
HEK293 tox	-5%	0%	-5%	-7%	?	-4%
GLP-1R agonist	7%	9%	27%	-7%	0%	17%
PTHR1 agonist	i	i	i	-22%[57.5 µM]	i	-4%
GLP-1R inv ag	-4%	27%	-3%	-30%	?	-20%
TDP43 rescue	15%	19%	?	-4%	-20%	-10%

19	C/C(=N\n1c(C)cc(C)c(C#N)c1=O)c1cccs1
20	CCCNc1ncnc2c1c(-c1ccccc1)cn2-c1ccc(OCC)cc1
21	O=C(O)c1cc(-c2ccc(O)cc2)on1
22	O=C(O)CCCCCNCc1ccncc1
23	CC(=O)Nc1ccc(-c2csc(N/N=C(/C)c3ccccc3)n2)cc1
24	CC(C)(C)NC(=O)c1cccc(NC(=O)CSc2ccccc2)c1
Assay by compound	19	20	21	22	23	24
aSyn yeast inh	-1%	nt	-8%	-4%	-16%	-3%
DRD3 agonist	3	4	22	5	-1	-1
DRD3 antagonist	-6	nt	9	11	19	1
KB-V1 MDR tox	-23%	nt	8%	4%	26%	-20%
HEK293 tox	-11%	-2%	8%	-6%	-11%	2%
GLP-1R agonist	1%	nt	1%	-9%	8%	-2%
PTHR1 agonist	i	i	-1%	i	-18%	-7%[57.5 µM]
GLP-1R inv ag	9%	3.2µM*	6%	2%	33%[activator]	-23%
TDP43 rescue	-3%	?	-9%	-18%	14%	-6%

25	CC(C)CNC(=S)N1CCC(NC(=O)c2ccco2)CC1
26	Cc1ccccc1NC(=S)N/N=C/C(C)c1ccccc1 (stereo unspecified)
27	Cc1ccc(S(=O)(=O)NCCCCCC(=O)Nc2ccccc2C)cc1
28	CCc1nc2scc(-c3ccccc3)c2c(=O)n1N
29	COc1ccc(C(N)=S)cc1
30	COc1ccc(OC)c(NC(=O)C2CCN(S(=O)(=O)c3ccc4c(c3)CCCC(=O)N4)CC2)c1
Assay by compound	25	26	27	28	29	30
aSyn yeast inh	8%	9%	6%	2%	0%	2%
DRD3 agonist	16	-8	-3	-9	-2	2
DRD3 antagonist	11	13	6	0	2	nt
KB-V1 MDR tox	2%	4%	?	-4%	5%	-1%
HEK293 tox	-3%	?	2%	-2%	12%	-7%
GLP-1R agonist	8%	-3%	5%	33%	0%	-3%
PTHR1 agonist	i	-48%[inhibitor]	-5%	i	i	i
GLP-1R inv ag	25%	-24%	1%	19%	10%	1%
TDP43 rescue	-13%[0.397 µM]	11%	26%	-3%	-7%	14%

31	CCC(Sc1nnc2c(n1)[nH]c1ccccc12)C(=O)Nc1nnc(C(C)C)s1 (stereo unspecified)
32	Cc1cc(NC(=O)c2cccc(S(=O)(=O)Nc3cccc(C(=O)O)c3)c2)no1
33	O=C(NC(c1ccc(-c2ccccc2)cc1)c1cnccn1)C1CCN(Cc2cccc(C(F)(F)F)c2)CC1 (stereo unspecified)
34	COc1ccc(CNC(=S)Nc2ccc(-c3ccccc3)cc2)cc1
35	S=C(NCc1ccc(Cl)cc1Cl)Nc1ccccc1
36	O=C(CCN1C(=O)C2CC=CCC2C1=O)Nc1ccc(S(=O)(=O)N2CCCCC2)cc1 (stereo unspecified)
Assay by compound	31	32	33	34	35	36
aSyn yeast inh	nt	-2%	-6%	4%	-12%	-4%
DRD3 agonist	-20	-2	-5	2	13	-16
DRD3 antagonist	nt	-9	0	-7	3	-23
KB-V1 MDR tox	2%	-2%	?	?	11%	-1%
HEK293 tox	-4%	-1%	?	-23%	?	8%
GLP-1R agonist	nt	-1%	-2%	8%	2%	-1%
PTHR1 agonist	?	-19%	-19%	-16%	-33%[inhibitor]	-34%
GLP-1R inv ag	6%	18%	?	?	?	-18%
TDP43 rescue	-14%	-7%	-25%	23%	-1%	-8%

37	Cc1nc(-c2ccc(C(F)(F)F)cc2)sc1C(=O)NN
38	COc1ccccc1C(=O)NC(C)c1ccccc1 (stereo unspecified)
39	COC(=O)CC(=O)CSc1nc2cc(C(=O)NCC(C)C)ccc2c(=O)n1CCc1ccccc1
40	O=C(C1CCN(S(=O)(=O)c2cccc3nonc23)CC1)N1CCCCC1
41	COc1ccc(CCNC(=O)CSc2nc3[nH]ncc3c(=O)n2-c2ccc(Cl)cc2Cl)cc1OC
42	S=c1[nH]nc(C2CCCCC2)n1/N=C/c1ccc(Br)cc1
Assay by compound	37	38	39	40	41	42
aSyn yeast inh	1%	-24%	nt	5%	2%	5%
DRD3 agonist	-9	1	7	11	3	-6
DRD3 antagonist	?	-10	nt	2	11	-17
KB-V1 MDR tox	-11%	-7%	-16%	1%	?	-6%
HEK293 tox	-10%	-6%	-1%	-9%	-7%	-8%
GLP-1R agonist	10%	6%	nt	11%	3%	-1%
PTHR1 agonist	i	i	i	-15%	i	-9%
GLP-1R inv ag	-12%	-18%	-15%	11%	21%	-2%
TDP43 rescue	12%	-6%	-3%	-7%	8%	15%

43	CC(=O)NC1CCC(=O)C=C1c1ccccc1 (stereo unspecified)
44	Cc1cccc(C(=O)N2CCC(=O)N(C(COCc3ccc(Cl)cc3)Cc3ccccc3)CC2)c1 (stereo unspecified)
45	CCC1(c2ccccc2)NC(=O)N(CC(=O)NC2CCCCCC2)C1=O (stereo unspecified)
46	Cc1nc2sc3c(c2c(=O)n1/N=C/c1ccco1)CCCC3
47	CCc1cccc(CC)c1NC(=O)COC(=O)c1ccc(F)c(S(=O)(=O)N(CC)CC)c1
48	Cc1cccc(NC(=O)[C@@H]2CCCN2C(=O)OC(C)(C)C)c1
49	O=C(NNC(=O)C1CC(=O)N(Cc2ccccc2)C1)c1ccc(F)cc1 (stereo unspecified)
Assay by compound	43	44	45	46	47	48	49
aSyn yeast inh	-1%	?	0%[1.84 µM]	1%	1%	3%	1%
DRD3 agonist	7	12	4	9	-9	13	1
DRD3 antagonist	9	4	7	14	-1	0	1
KB-V1 MDR tox	3%	?	?	?	?	-21%	?
HEK293 tox	-12%	-19%	0%	-7%	57%[activator]	-6%	7%
GLP-1R agonist	-3%	-2%	-7%	0%	2%	14%	-9%
PTHR1 agonist	i	-46%[inhibitor]	-17%	-4%	-24%	i	i
GLP-1R inv ag	5%	?	-23%	0%	0%	27%	10%
TDP43 rescue	0%	35µM*	-5%	0%	-3%	7%	-13%

A portion of the library. The share of hits here may be higher or lower than overall.
